# Bioassay records as filed in PubChem BioAssay.
# APEX1 inh – APE1 (human) endonuclease inhibition; 350,000 tested, 0.35% active; Potency, µM (series often up to 65.8 µM), for the others: at the highest dose activity change, negative = inhibition, hits mostly inhibitors; AID 2517; recombinant APE1, TAMRA/BHQ-2 abasic DNA cleavage fluorescence;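 also: plate controls were vehicle for no effect and reference inhibitor for full effect; nearly all actives have a fitted effect of over 55% in size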
#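 0.75 nM APE1 + cpd, 15 min RT; start w/ 50 nM TAMRA/BHQ-2 THF-abasic dsDNA; kinetic fluor 525/598 nm ×3 reads @60 s; Δ(read3−read1); normalized to DMSO and NSC13755 control wells.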
# POLK inh – blocks human DNA polymerase kappa activity. Q9UBT6. purified Pol kappa, fluorescent DNA synthesis assay, 10 min. Potency, µM (doses to about 107 µM), for inactives: top-dose activity, negative = inhibition, actives largely listed as inhibitors. 400,000 tested, 0.53% active. AID 588579; also: % is scaled to controls: 0 for no effect and ±100 for the full control effect
#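 Kinetic fluorescence screen: compound preincubated 15 min RT with 10 nM enzyme; 50 nM substrate (final) initiates; reads at 0/10 min.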
# BAZ2B block – blocks human BAZ2B; Q9UIF8; AlphaScreen BAZ2B-H3K14Ac peptide displacement; Potency, µM (top dose mostly 114 µM), inactives show at the highest dose activity change, negative = inhibition, actives largely listed as inhibitors; 360,000 tested, 4.4% active; AID 504333; also: % is scaled to controls: 0 for no effect and ±100 for the full control effect; nearly all actives have a fitted effect of over 60% in size
#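 AlphaScreen luminescence quantifies BAZ2B engagement of H3K14Ac peptide; the protein and biotinylated peptide are both at 50 nM final, buffer PBS pH 7.4 with 0.01% Tween-20, all steps at room temperature.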
# G9a block – blocks human histone lysine methyltransferase G9a | G9a H3K9 monomethylation, AlphaScreen, 2 h | AID 504332 | 350,000 tested, 8.8% active | Q96KQ7 | Potency, µM (highest dose often 102 µM), without a hit: at the highest dose activity, negative = inhibition, hits mostly inhibitors; also: % is scaled to controls: 0 for no effect and ±100 for the full control effect; nearly all actives have a fitted effect of over 75% in size
#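 AlphaScreen read-out: biotin-H3K9 peptide (500 nM) methylation by 20 nM enzyme with 20 uM SAM, 2 h at room temperature after 15 min compound preincubation; anti-monomethyl H3K9 antibody plus donor/acceptor beads, 10 min dark.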
# Pol iota inh – blocks human DNA polymerase iota activity; Q9UNA4; Pol iota fluorescent replication assay, 10 min; Potency, µM (doses to about 115 µM), for inactives: top-dose activity, negative = inhibition, hits mostly inhibitors; 390,000 tested, 1% active
# Target sequence (Q9UNA4 whole entry, looked up): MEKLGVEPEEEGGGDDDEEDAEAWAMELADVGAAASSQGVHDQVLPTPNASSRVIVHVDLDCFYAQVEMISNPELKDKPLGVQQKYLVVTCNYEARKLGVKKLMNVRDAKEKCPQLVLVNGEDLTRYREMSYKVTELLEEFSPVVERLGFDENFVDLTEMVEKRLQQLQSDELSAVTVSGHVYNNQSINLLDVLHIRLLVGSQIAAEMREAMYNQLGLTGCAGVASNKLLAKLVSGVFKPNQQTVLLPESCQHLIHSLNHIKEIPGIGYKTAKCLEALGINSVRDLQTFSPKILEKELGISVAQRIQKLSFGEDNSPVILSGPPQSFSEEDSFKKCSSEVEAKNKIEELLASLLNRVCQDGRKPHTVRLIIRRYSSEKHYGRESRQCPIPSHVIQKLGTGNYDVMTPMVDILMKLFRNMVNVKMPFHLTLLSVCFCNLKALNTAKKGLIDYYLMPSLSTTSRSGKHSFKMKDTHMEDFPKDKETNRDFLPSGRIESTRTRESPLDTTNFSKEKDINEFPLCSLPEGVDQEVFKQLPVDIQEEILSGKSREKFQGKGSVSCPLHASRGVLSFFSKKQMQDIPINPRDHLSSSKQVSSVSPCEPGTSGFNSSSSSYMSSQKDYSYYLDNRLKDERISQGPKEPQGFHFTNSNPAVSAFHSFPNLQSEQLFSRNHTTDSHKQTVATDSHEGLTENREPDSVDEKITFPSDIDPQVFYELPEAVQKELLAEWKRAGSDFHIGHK
#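 Pol iota at 10 nM preincubated 15 min with compounds at room temperature; reaction started with fluorescent substrate, 50 nM final. Fluorescence read kinetically at 0 and 10 min; buffer-only wells as negative control.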
# BLM helicase inh – Bloom syndrome helicase (human) inhibition. recombinant BLM DNA unwinding, fluorescence dequenching. Potency, µM (titrated, usually from 56.1 µM), for the others: at the highest dose activity change, negative = inhibition, most hits filed as inhibitors. 350,000 tested, 0.2% active;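 also: plate controls were vehicle for no effect and no enzyme for full effect; nearly all actives have a fitted effect of over 35% in size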
# POLH inh – blocks human DNA polymerase eta activity | Q9Y253 | recombinant Pol eta, fluorescent DNA replication assay | Potency, µM (titrated, usually from 114 µM), for the others: top-dose activity change, negative = inhibition, most hits filed as inhibitors | 390,000 tested, 1.2% active; also: % is scaled to controls: 0 for no effect and ±100 for the full control effect
#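 Pol eta (10 nM) was preincubated with compounds for 15 min at room temperature, after which fluorescent replication substrate (50 nM final) was added to start the reaction. Fluorescence was read kinetically at 0 and 10 min.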
# Pol beta inh – inhibitors of human DNA polymerase beta | P06746 | Pol beta primer extension/strand displacement, fluorescence kinetic | Potency, µM (highest dose often 114 µM), for the others: top-dose activity change, negative = inhibition, usual class: inhibitors | 340,000 tested, 1.3% active; also: % is scaled to controls: 0 for no effect and ±100 for the full control effect
#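 Homogeneous kinetic assay of primer extension and strand displacement by 10 nM Pol beta, preincubated 15 min at room temperature with compound before 50 nM substrate (final) was added. Read at 0 and 10 min; four-parameter Hill fit.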
# Anesthetic bind – binds horse apoferritin like a general anesthetic; P02791; apoferritin/1-aminoanthracene competitive binding, fluorescence; Potency, µM (top dose mostly 77.5 µM), without a hit: top-dose activity change, negative = displacement, usual class: inhibitors; 350,000 tested, 0.074% active; AID 485281; also: % is scaled to controls: 0 for no effect and ±100 for the full control effect; nearly all actives have a fitted effect of over 20% in size
# Target sequence (P02791 2-175 limits assumed): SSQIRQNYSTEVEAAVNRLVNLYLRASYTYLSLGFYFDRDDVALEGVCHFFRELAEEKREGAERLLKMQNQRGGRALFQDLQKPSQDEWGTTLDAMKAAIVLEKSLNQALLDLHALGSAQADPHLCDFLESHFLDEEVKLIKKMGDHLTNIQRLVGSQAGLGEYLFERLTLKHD
#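 Apoferritin-based anesthetic binding model; compound displacement of fluorescent 1-AMA measured as endpoint fluorescence after 10 minutes at room temperature, scaled to free-ligand and complex controls.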
# * = called active by the depositor; ? = inconclusive; . = no result given; & = joins results of further samples; ! = not confirmed by another sample; [ ] = remark or other dose. Calls follow the shape of the dose curve; as a rule, active = well fitted curve in the direction sought with a large enough effect; inconclusive = small, poorly fitted or top-dose-only effect, or another doubt; inactive = no such curve, though single readings can be large; an effect the other way counts as inactive or inconclusive. Potency is read from the fitted curve at half-maximal effect.
SMILES,APEX1 inh,POLK inh,BAZ2B block,G9a block,Pol iota inh,BLM helicase inh,POLH inh,Pol beta inh,Anesthetic bind
O=C(Nc1ccc(Oc2ccc3c(c2)C(=O)N(c2ccc(O)cc2)C3=O)cc1)c1cccs1,0.6%,-5.8%,-2.1%,7.0%[59 µM],18.1%,-3.7%,-13.0%,4.7%,-5.0%
CC(C)[C@H](NC(=O)c1ccccc1Cl)C(=O)OCC(=O)NC(=O)NCc1ccco1,5.8%,-11.1%,.,.,?,.,-6.1%,.,.
CCOc1ncccc1C(=O)OCC(=O)c1ccccc1,4.3%,-5.2%,2.0%,20.3%[59 µM],0.7%,-10.3%,-2.2%,1.7%,-16.5%
O=C1C(=O)c2ccccc2C(O)=C1c1cccc([N+](=O)[O-])c1,?,-16.4%,?,56.2µM*,47.1%[activator],-7.4%,-3.5%,94.6%,-0.1%
Cc1c(CCC(=O)NCCCCCC(=O)O)c(=O)oc2cc3occ(-c4ccccc4)c3cc12,-17.3%,?,?,?,44.7µM*,-12.1%,22.4µM*,?,-4.8%
CCc1ccc(NC(=O)CSCc2ccc(C(=O)O)cc2)cc1,-1.4%,-15.4%,-2.1%,8.2%[0.501 µM],8.4%,-2.1%,3.0%,4.3%,-0.7%
Cc1cc(OCC(=O)NCCc2nc3ccccc3[nH]2)cc(C)c1Cl,.,1.2%,-10.1%,21.8%[59 µM],27.3%,-0.2%,1.1%,5.0%,-5.9%
O=C(NC1CCCCC1)c1ccc2c(c1)OCO2,36.9%,0.0%,-2.6%,?,-14.8%,-4.1%,-26.0%,-1.5%,-1.5%
Nc1ncnc2c1ncn2[C@@H]1O[C@H](COP(=O)(O)OP(=O)(O)OP(=O)(O)OP(=O)(O)OC[C@@H]2O[C@H](n3cnc4c(N)ncnc43)[C@@H](O)[C@H]2O)[C@@H](O)[C@H]1O,?,4.0%[60.1 µM],.,25.1µM*!,.,.,.,.,2.8%
CCN1C(=O)[C@H]2[C@@H](c3ccc(Cl)cc3)N3C(=O)CN(CC4CC4)C(=O)[C@@]3(C)[C@H]2C1=O,22.1%,7.7%,-6.6%,?,23.4%,-1.9%,-27.0%,29.7%,3.4%
CNCCOc1ccccc1C(C)(C)C,17.0%,0.1%,?,12.6µM*,17.4%,1.0%,-9.0%,10.6%,-1.7%
COc1ccc(CNC(=O)Cn2c(=O)oc3cc(S(=O)(=O)N4CCCCCC4)ccc32)cc1,.,-8.5%[60.1 µM],-7.7%,-1.0%[59 µM],-3.4%,-2.8%,7.1%,?,-3.1%
Cc1ccc(OCC(=O)NNC(=O)[C@@H]2CCCC[C@@H]2C(=O)O)c(Br)c1,-5.5%,5.6%,-13.5%,-7.2%[0.501 µM],-11.0%,-0.7%,-19.6%,14.9%,-11.0%
Cc1ccc(S(=O)(=O)N2CCC(C(=O)Nc3cc(C(F)(F)F)ccc3N3CCOCC3)CC2)cc1C,-6.7%,-2.9%,-3.7%,12.5%[0.501 µM],32.8%[activator],.,-20.5%,.,.
COc1ccc2c(c1)oc1c(SCc3nc4ccccc4[nH]3)nc(C)nc12,-1.2%,1.8%,.,.,19.2%,.,-8.4%,.,.
CCN1CCSc2ccc(C(=O)NCc3ccc(OC(C)C)cc3)cc21,14.6%,-8.4%&3.4%,-32.2%,44.7µM*!,6.7%&-9.5%,-6.0%&-8.3%,-26.7%,0.0%&26.6%,244.1%[activator]
CN(CCc1ccccn1)C(=O)CCC1CCCN(Cc2ccccc2OC(F)F)C1 (stereo not drawn),12.3%,13.3%,5.7%,.,20.0%,2.1%,-13.0%,32.4%,-6.7%
Cc1nonc1CN(C)C(=O)CC1C(=O)NCCN1Cc1ccccc1C(F)(F)F (stereo not drawn),-1.1%,-6.1%,-33.3%,-46.6%,67.9%[activator],-2.4%,-13.0%,-23.3%,-9.4%
O=C(NCC1CCCO1)C1CC(=O)N(c2ccccc2)C1 (stereo not drawn),21.6%,0.9%,13.3%,2.6%,18.7%,-2.2%,-0.8%,17.2%,-1.4%
CCCCOc1ccc(-c2csc(N)n2)cc1[N+](=O)[O-],8.8%,-16.2%,?,8.91µM*,-9.6%,-9.9%,-20.7%,?,?
O=C(Nc1nc(-c2cccc(Br)c2)cs1)Oc1ccccc1,-3.8%,-8.6%[60.1 µM],?,?,-13.6%,-1.3%,-3.4%,1.5%,?
O=C(OCCOc1ccccc1F)c1cccc(S(=O)(=O)N2CCOCC2)c1,-5.9%,18.5%,14.9%,4.9%[12.7 µM],19.7%,.,-3.9%,.,.
O=C1CCC([N+](=O)[O-])C(c2ccccc2C(F)(F)F)N1 (stereo not drawn),-5.3%,2.1%,2.3%,6.7%,6.7%,-1.7%,-17.2%,31.9%,-7.6%
CCc1cccc(NC(=O)c2ccc(Br)o2)c1,-0.9%,-4.6%,5.7%,16.3%[59 µM],9.2%,-3.9%,9.1%,-0.4%,-15.3%
CC(=O)c1c(C)[nH]c(C(=O)Nc2cc(S(=O)(=O)N3CCCCC3)ccc2C)c1C,8.6%,12.2%,-1.0%,15.3%[12.7 µM],4.8%,.,-6.1%,.,.
# More results follow:
SMILES,APEX1 inh,POLK inh,BAZ2B block,G9a block,Pol iota inh,BLM helicase inh,POLH inh,Pol beta inh,Anesthetic bind
CC(=O)Nc1ccc(NC(=O)C(C)OC(=O)CCC(=O)c2ccc(F)cc2)cc1 (stereo not drawn),1.4%,6.5%,-1.4%,?,23.1%,-2.0%,-8.8%,11.2%,-9.5%
CCCCn1c(N)c(N(CC)C(=O)c2ccc(C#N)cc2)c(=O)[nH]c1=O,54.3%[activator],0.6%,1.9%,50.1µM*,29.5%,-1.2%,-8.7%,-9.7%,7.1%
COc1ccccc1OCCNC(=O)c1ccccc1C,-1.8%,7.0%,-6.8%,6.0%[59 µM],?,-1.5%,0.1%,14.9%,-2.9%
O=C(CC1CCCC1)NCCS(=O)(=O)N1CCN(c2ccccc2F)CC1,5.7%,-9.1%,-21.8%,-5.2%,66.5%[activator],.,-6.1%,.,.
COc1ccc(CNc2ncnc3c2c(-c2ccccc2)cn3-c2ccccc2)cc1,.,-1.6%[60.1 µM],-22.4%,-15.0%[59 µM],11.2%,-8.0%,-2.5%,24.8%,81.4%[activator]
COCCNc1nc2c(c(=O)n(Cc3ccc(OC)cc3)c(=O)n2C)n1C,-1.8%,-20.8%,-13.2%,-22.8%[12.7 µM],13.9%,-2.7%,-5.2%,1.6%,-13.6%
CCOC(=O)c1ccc(NC2(c3ccccc3)C(=O)c3ccccc3C2=O)cc1,.,-14.1%,-29.2%[57.1 µM],?,0.9%,-11.2%,.,4.0%,-4.5%
COCCCN1C(=O)C(=O)/C(=C(/O)c2ccc3c(c2)CC(C)O3)C1c1cccnc1 (stereo not drawn),0.5%,-9.7%,?,?,8.9%,-11.6%,-0.8%,0.5%,-2.9%
O=C(NC(=S)Nc1ccccc1N1CCOCC1)c1ccc([N+](=O)[O-])cc1,2.8%,-6.6%,?,7.6%[59 µM],11.2%,1.0%,-9.6%,17.1%,-10.7%
CC(C)C(C)(C#N)NC(=O)CSc1nnc(-c2ccncc2)n1Cc1ccccc1 (stereo not drawn),2.6%,15.0%,5.7%,-8.3%,-3.9%,-2.7%,-14.9%,22.0%,-10.2%
Cc1ccccc1NC(=S)C1=C(O)c2sccc2N(C)S1(=O)=O,?,-2.4%,?,22.4µM*,6.1%,-19.8%,-9.1%,-1.1%,-15.8%
COc1ccc(CC(=O)Nc2ccc(-c3noc(COc4ccccc4C)n3)cc2)cc1,-1.1%,-12.5%,-2.7%,13.0%[12.7 µM],3.4%,-4.2%,?,?,-12.0%
O=C(CCc1nc(-c2ccccc2Cl)no1)NC1CCCC1,56.3%[activator],4.1%,-0.8%,56.1%[activator],29.5%,-0.4%,-0.9%,1.3%,-8.6%
COCCNCC#CCOc1ccc(OC)cc1,4.1%,-14.7%,50.1µM*,?,15.2%,1.0%,0.1%,0.3%,-1.3%
COc1ccc(OC)c(NC(=O)CCCN2C(=O)C3C4C=CC(C4)C3C2=O)c1 (stereo not drawn),13.5%,-3.8%,-13.0%,-37.9%,24.7%,-4.7%,8.9%,14.9%,-6.8%
CS(=O)(=O)Nc1cccc(C2=NN(C(=O)CCC(=O)O)C(c3cccs3)C2)c1 (stereo not drawn),-1.4%,-6.2%,-17.3%,-1.7%,?,-3.0%,-1.5%,3.3%,-3.1%
CC(C)[C@H](NC(=O)Nc1ccc(Oc2ccccc2)cc1)C(=O)O,0.5%,-8.5%,-9.3%,9.8%,-0.4%,0.0%,-4.5%,9.7%,-15.5%

# Reformatted with two lines to a compound: 7 of the compounds above
# Screens in order: APEX1 inh, POLK inh, BAZ2B block, G9a block, Pol iota inh, BLM helicase inh, POLH inh, Pol beta inh, Anesthetic bind
> CC(=O)Nc1ccc(NC(=O)C(C)OC(=O)CCC(=O)c2ccc(F)cc2)cc1 (stereo not drawn)
→ 1.4%, 6.5%, -1.4%, ?, 23.1%, -2.0%, -8.8%, 11.2%, -9.5%
> CCCCn1c(N)c(N(CC)C(=O)c2ccc(C#N)cc2)c(=O)[nH]c1=O
→ 54.3%[activator], 0.6%, 1.9%, 50.1µM*, 29.5%, -1.2%, -8.7%, -9.7%, 7.1%
> COc1ccccc1OCCNC(=O)c1ccccc1C
→ -1.8%, 7.0%, -6.8%, 6.0%[59 µM], ?, -1.5%, 0.1%, 14.9%, -2.9%
> O=C(CC1CCCC1)NCCS(=O)(=O)N1CCN(c2ccccc2F)CC1
→ 5.7%, -9.1%, -21.8%, -5.2%, 66.5%[activator], ., -6.1%, ., .
> COc1ccc(CNc2ncnc3c2c(-c2ccccc2)cn3-c2ccccc2)cc1
→ ., -1.6%[60.1 µM], -22.4%, -15.0%[59 µM], 11.2%, -8.0%, -2.5%, 24.8%, 81.4%[activator]
> COCCNc1nc2c(c(=O)n(Cc3ccc(OC)cc3)c(=O)n2C)n1C
→ -1.8%, -20.8%, -13.2%, -22.8%[12.7 µM], 13.9%, -2.7%, -5.2%, 1.6%, -13.6%
> CCOC(=O)c1ccc(NC2(c3ccccc3)C(=O)c3ccccc3C2=O)cc1
→ ., -14.1%, -29.2%[57.1 µM], ?, 0.9%, -11.2%, ., 4.0%, -4.5%

# Some of the compounds tested; count on the stated rates, not on these rows.
